# DAX1 inh-1 = DAX1 (NR0B1) inhibitors, primary screen, cell-based, HEK293, Gal4-DAX1, luciferase luminescence. 340,000 tested, 0.99% active. HEK293 Gal4-DAX1 luciferase reporter. Nuclear receptor subfamily 0 group B member 1 (Homo sapiens), P51843. AID 504766, 2011. inhibition, % at 6.75 µM;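 active = inhibition above the mean over all tested compounds plus 3 SD, cut at about 4.2% in these data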;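 also: 0% = DAX1-transfected cells with DMSO and 100% = empty-vector control cells with DMSO; inhibition shows as a rise in luminescence from relieved DAX1 repression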
# Target sequence (P51843 207-470 limits assumed): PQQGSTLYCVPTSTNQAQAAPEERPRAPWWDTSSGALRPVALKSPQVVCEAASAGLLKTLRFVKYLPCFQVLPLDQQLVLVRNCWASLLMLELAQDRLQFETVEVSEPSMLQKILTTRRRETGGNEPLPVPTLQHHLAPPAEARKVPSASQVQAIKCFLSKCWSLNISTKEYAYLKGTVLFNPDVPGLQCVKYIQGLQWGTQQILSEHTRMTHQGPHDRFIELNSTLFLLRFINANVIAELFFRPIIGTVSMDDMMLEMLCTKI
# ADAM10 inh = human ADAM10 inhibitors, primary screen, biochemical, QFRET, HTS; inhibition, % at 7 µM; Disintegrin and metalloproteinase domain-containing protein 10 (Homo sapiens), O14672; AID 720582, 2013; recombinant ADAM10, EDANS/DABCYL FRET peptide cleavage, 3 h; 370,000 tested, 0.62% active;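 active = inhibition above a per-campaign cutoff equal to the mean of compounds falling between control-based bounds plus 3 SD, cut at about 20% in these data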;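 also: 0% = DMSO wells while the 100% control is not disclosed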
# hcDAF12 agonist = H. contortus DAF-12 nuclear receptor activators, primary screen, cell-based, luminescence, HEK293, lit1-tk-luc reporter. activation, % at 6.8 µM. 370,000 tested, 1.4% active. HEK293 hcDAF-12 lit1-tk-luc reporter; 0% DMSO, 100% Δ7-dafachronic acid. AID 652067, 2013;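 active = activation above the mean of all tested compounds plus 3 SD, cut at about 5.5% in these data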;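 also: 100% = response to 3 µM Δ7-dafachronic acid high control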
# NPR1 activator = GC-A stimulated cGMP production enhancers – HEK293 GC-A cells, cGMP TR-FRET, EC30 ANP, primary screen; Atrial natriuretic peptide receptor 1 (Homo sapiens), P16066; 0% at EC30 ANP, 100% saturating ANP; activation, % at 10 µM; 370,000 tested, 0.14% active; in the data active = activation above about 40%
# DAX1 inh-2 = DAX1 (NR0B1) inhibitors on StAR promoter, primary screen, cell-based, luminescence, SF-1 (NR5A1), full-length DAX-1; HEK293T StAR-luciferase reporter, SF-1/DAX-1 repression relief; inhibition, % at 6.8 µM; 370,000 tested, 1.1% active; AID 652010, 2013;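 active = inhibition above the mean over all tested compounds plus 3 SD, cut at about 3.6% in these data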;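 also: 0% = DAX-1 cells with DMSO and 100% = cells lacking DAX-1 with DMSO; higher inhibition means more luminescence from relief of DAX-1 repression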
# sPLA2-III inh = human group III sPLA2 inhibitors, primary screen, biochemical, QFRET, BODIPY PC-A2 liposome substrate; 370,000 tested, 0.56% active; inhibition, % at 12.2 µM; QFRET BODIPY PC-A2 liposome hydrolysis, fluorescence;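 active = inhibition above mean plus 3 SD of compounds lying within the high and low control bounds, cut at about 19% in these data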;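 also: 0% = median of test compound wells and 100% = no enzyme DMSO wells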
# Target sequence (Q9NZ20 whole entry, looked up): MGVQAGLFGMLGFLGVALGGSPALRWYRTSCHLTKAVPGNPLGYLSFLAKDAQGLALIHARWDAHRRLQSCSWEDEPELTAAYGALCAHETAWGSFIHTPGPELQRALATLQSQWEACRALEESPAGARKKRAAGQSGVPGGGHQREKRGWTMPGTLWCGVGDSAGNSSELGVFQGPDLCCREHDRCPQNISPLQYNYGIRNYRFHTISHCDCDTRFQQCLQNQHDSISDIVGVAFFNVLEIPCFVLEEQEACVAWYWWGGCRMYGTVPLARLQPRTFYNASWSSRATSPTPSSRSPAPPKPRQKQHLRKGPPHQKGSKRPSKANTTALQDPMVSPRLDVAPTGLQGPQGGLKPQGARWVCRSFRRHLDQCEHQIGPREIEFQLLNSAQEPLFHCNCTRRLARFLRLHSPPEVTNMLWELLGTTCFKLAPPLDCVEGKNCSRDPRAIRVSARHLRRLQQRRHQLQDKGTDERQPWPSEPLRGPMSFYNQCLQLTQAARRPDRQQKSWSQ
# hgDAF-12 ag = H. glycines DAF-12 receptor agonists, primary screen, cell-based, luminescence, HEK293, GAL4 fusion, UAS-luciferase | HEK293 GAL4-hgDAF12 UAS-luciferase reporter, agonist luminescence; normalized to butyrate control | activation, % at 6.8 µM | 370,000 tested, 1.8% active | AID 687014, 2013;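 active = activation above a cutoff set at the mean of all screened compounds plus 3 SD, cut at about 10% in these data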;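 also: 0% = DMSO wells and 100% = sodium butyrate wells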
# GAA850 FXN act = FXN promoter activators, primary screen, cell-based, luciferase luminescence, HEK293 lucGAA850; HEK293 lucGAA850 FXN promoter luciferase reporter, 24 h; percent of 10 µM SAHA response; AID 540364, 2011; 360,000 tested, 0.56% active; activation, % at 6 µM;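 active = activation above the average of all compounds screened plus 3 SD, cutoff fixed separately per campaign, cut at about 7.5% in these data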;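 also: 0% = DMSO wells and 100% = 10 µM SAHA wells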
# SMARCA2 activ = SMARCA2 (BRM) function activators, primary screen, cell-based, luminescence, high throughput. 370,000 tested, 1% active. AID 652017, 2013. MG213 cells, MMTV-luciferase reporter, dexamethasone, overnight. activation, % at 9.1 µM; in the data active = activation above about 7.8%;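 also: 0% = vehicle wells and 100% = reference activator wells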
# NPR2 activator = human GC-B receptor activators, primary screen, HEK293 GC-B cells, cGMP TR-FRET, EC30 CNP; activation, % at 10 µM; Atrial natriuretic peptide receptor 2 (Homo sapiens), P20594; 370,000 tested, 0.11% active; AID 1920062, 2024; 0% at EC30 CNP, 100% saturating CNP;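 active = activation at 10 µM reaching about 35% in either raw or pattern-adjusted values, limit read from the data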
# ssDAF-12 act = S. stercoralis DAF-12 nuclear receptor activators, primary screen, cell-based, luminescence, HEK293, GRIP1 co-expression, lit1-tk-luc; Nuclear hormone receptor DAF-12 (Strongyloides stercoralis); HEK293 ssDAF-12/GRIP1 lit1-tk-luc reporter; % of 3 µM dafachronic acid response; activation, % at 6.8 µM; 370,000 tested, 1% active;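 active = activation above the mean over all tested compounds plus 3 SD, cut at about 0.9% in these data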;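 also: 0% = DMSO-only wells and 100% = 3 µM delta7-dafachronic acid wells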
# Active calls of the source: *; i = inactive; nt = no result given.
SMILES,DAX1 inh-1,ADAM10 inh,hcDAF12 agonist,NPR1 activator,DAX1 inh-2,sPLA2-III inh,hgDAF-12 ag,GAA850 FXN act,SMARCA2 activ,NPR2 activator,ssDAF-12 act
C=C(C)CSc1nnc([C@@H](NC(=O)OC(C)(C)C)C(C)CC)o1 (some centres undefined),0.4,-3,-1.9,-4,-1.2,-4,1.5,-0.9,1,2,-0.9
CS(=O)(=O)N1CCC(Oc2ccccc2C(=O)NC2CCOC2)CC1 (centres undefined),-0.7,11,0.0,2,0.5,11,0.1,-2.4,-4,1,-0.3
Cc1occc1C(=O)NNC(=O)c1ccccc1Br,1.0,2,2.2,1,0.1,7,3.3,1.6,2,8,0.0
CN(C)c1nc(N)nc(-c2ccco2)n1,0.1,5,0.5,-1,0.2,0,2.4,0.3,1,4,-1.1
Cc1cc2cc3c(=O)[nH]c(=O)nc-3n(CC(O)C(O)C(O)CO)c2cc1C (centres undefined),2.1,i,-0.5,4,-0.7,8,-4.2,-1.5,-2,1,-1.4
O=S(=O)(Nc1nc2ccccc2nc1NCCN1CCOCC1)c1cccc(Cl)c1,-0.6,-29,0.7,6,0.5,-36,-0.8,0.8,-3,-3,-0.8
Cc1ccc(COC(=O)CCN=C2NS(=O)(=O)c3ccccc32)cc1,0.1,2,0.0,-3,1.8,0,-0.1,-0.8,-2,-13,-0.3
CCOc1ccc(CCNS(=O)(=O)c2ccc3c(c2)NC(=O)CC(=O)N3)cc1OCC,-0.8,1,1.3,2,-0.1,0,1.4,0.8,-2,4,-1.4
O=C(NNC(=O)C1CCCCC1)c1cnccn1,-0.4,-1,-0.1,7,-0.7,-4,0.8,1.4,5,-1,-1.7
COc1ccc(C2CC(=O)c3cnc(NC(=O)c4cccc(OC)c4)nc3C2)cc1 (centres undefined),-0.3,7,-2.2,-1,0.0,-15,2.4,-1.8,-2,-10,-1.7
O=C(Nc1ccn(Cc2cccc3ccccc23)n1)c1cccnc1,-2.5,4,-2.6,-2,-0.6,1,-2.0,2.0,1,-2,-1.8
CC(C)(C)C(=O)OCc1nc(-c2ccc(C(F)(F)F)cc2)cs1,-1.5,-9,0.5,11,0.7,11,-0.1,1.0,-5,-2,-0.9
COC(=O)c1cc(S(=O)(=O)NCCc2cccc(C)c2)cn1C,-0.5,2,3.4,-1,0.7,-1,2.0,-0.1,0,6,-1.4
CCc1nnc(NC(=O)C2CCCN2C(=O)NC2CCCCC2)s1 (centres undefined),-0.2,-9,-0.7,2,-0.4,3,0.4,-3.5,-2,3,-1.0
CC(C)(C)C(=O)Cn1ncc(NC2CC2)c(Br)c1=O,-0.1,7,1.2,0,0.3,2,3.1,0.4,-3,-1,-0.9
CC1C(=O)C(C)C(c2cc(Cl)ccc2O)NC1c1cc(Cl)ccc1O (centres undefined),1.1,18,-1.9,0,0.3,-27,1.0,-1.5,-2,5,-1.5
COc1ccc(/C=C2\COc3ccccc3C2=O)cc1OC,-2.5,4,-1.5,8,-1.1,-7,5.6,0.4,4,2,-1.9
Cc1onc(-c2ccccc2Cl)c1C(=O)OCn1nnc2ccccc2c1=O,-1.6,11,-0.9,3,-0.1,2,-1.6,-1.9,-3,-3,-1.2
CN(C)c1ncc(C2=C(Cl)C(=O)C(N3CCCC3)=C(Cl)C2=O)s1,0.7,-47,-0.1,20,0.1,-12,-1.3,-0.8,-4,0,-1.2
CCC(C(=O)NCc1cccnc1)c1ccccc1 (centres undefined),0.6,1,-0.3,2,-0.8,0,0.0,0.1,2,2,-0.5
Cc1[nH]n(-c2ccccc2)c(=O)c1N=Nc1ccc2c(c1)OCO2,-1.1,-14,1.3,-9,0.2,14,0.6,-0.7,-1,0,-0.2
COc1ccc(C2(CNC(=O)Cc3ccc(OC)c(OC)c3)CCOCC2)cc1,0.2,0,-1.4,-5,-1.1,1,0.5,1.3,4,-4,-1.2
COc1ccc(C(=O)Nc2ccc(C(=O)N3CCCCC3C)cc2)c(OC)c1OC (centres undefined),1.5,-1,-2.5,1,-1.2,-3,-0.4,0.7,-2,10,-1.2
O=c1c2sccc2nc(SCc2cc(=O)n3ccccc3n2)n1Cc1ccccn1,nt,-30,2.2,4,1.4,-1,4.7,nt,-2,7,-0.9
COC(=O)c1c(Oc2nc(OC)cc(OC)n2)cccc1Oc1nc(OC)cc(OC)n1,0.2,-1,-2.4,3,0.0,-6,-1.7,-1.4,2,3,-1.3
Cc1cc(Cl)ccc1C(=O)C1CCCN(C(=O)c2cccc(N3CCCC3=O)c2)C1 (centres undefined),1.1,-8,-2.6,2,0.0,-1,0.4,0.7,0,-1,-1.5
CC(C(=O)c1ccc(Br)cc1)[n+]1cccc2ccccc21 (centres undefined),-0.2,-12,3.1,-4,-0.1,-2,3.8,-0.6,-3,2,-0.3
Cc1cccc(S(=O)(=O)N(C)C[C@H]2OCc3cnnn3CCCC(=O)N([C@@H](C)CO)C[C@H]2C)c1,2.7,-6,0.1,2,1.3,7,0.5,-0.9,-1,4,-0.8
CC(C)N(C(=O)COC(=O)CCC(=O)c1cccs1)c1ccccc1,-1.2,-7,0.4,3,1.1,-4,4.4,1.9,0,-4,-1.7
COC(=O)c1c(C)oc2ccc(OC(=O)N3CCOCC3)cc12,0.9,-2,-0.5,-5,-0.5,-2,-0.6,-1.9,-1,1,-1.0
CC(=O)Nc1ccc(S(=O)(=O)N2CCN(c3nnnn3-c3ccccc3)CC2)cc1,0.5,12,0.7,2,0.4,10,1.8,2.5,-3,-3,-0.4
Cc1cc(C)nc(NC(=S)Nc2ccc(Br)cc2Cl)c1,0.5,5,0.5,0,0.8,6,4.4,3.0,0,-2,-1.2
N#CCCn1cc(C(=O)Nc2ccc(C(=O)O)cc2)c(-c2cccs2)n1,0.4,-4,-1.0,-2,0.1,0,1.8,0.8,-3,7,-1.2
CC(=O)c1sc(C(C)(C)C)cc1NC(=O)CCC(=O)O,0.6,-8,-1.9,6,0.1,5,1.4,1.3,0,6,-0.7
COC(=O)c1[nH]c2cc(OC)ccc2c1NC(=O)CN1CCC(C(N)=O)CC1,-0.9,-31,1.8,-8,-0.5,-1,1.6,-0.9,-1,-2,-0.4
COc1ccc(C(=O)N/N=C\c2coc3ccc(C)cc3c2=O)cc1,1.1,-6,-1.6,2,-1.0,-6,2.0,-0.5,-1,-6,-0.5
CCOc1ccc(NC(=O)CN(C)C(=O)c2c(C)noc2C)cc1OCC,-0.3,-8,-2.8,4,0.7,8,0.5,2.3,-2,5,-1.0
COc1ccc2c(C#CCCO)c(-c3ccc(S(C)(=O)=O)cc3)sc2c1,-0.5,i,-2.3,19,-1.1,-37,-0.8,4.2,0,-20,-1.5
COc1ccc(OC)c(CN2C(=O)COc3ccccc3C2c2nnnn2C2CCCC2)c1 (centres undefined),nt,1,-1.2,-15,-1.5,-2,4.8,nt,2,-13,-1.2
Cc1c(NC(=O)C(C)N2C(=O)c3ccccc3C2=O)c(=O)n(-c2ccccc2)n1C (centres undefined),-0.9,-9,-1.3,1,0.4,12,-1.9,2.4,0,12,-1.1
CC(=O)Nc1ccc(NC(=O)CCn2cnnn2)cc1,1.0,2,-0.8,4,0.1,1,1.9,0.2,-1,3,-1.2
O=C(O)c1cc(=O)c2c(Cl)cc(Cl)cc2[nH]1,0.7,-4,0.0,4,-0.1,-1,1.9,1.0,-1,5,-1.2
CCn1c(NC(=O)Nc2cccc(C)c2C)cc2sccc21,-0.8,-20,1.6,2,0.5,-1,2.1,-1.5,0,2,-0.4
Cc1ccc(CN2CCN(Cc3ccon3)CC2CCO)cc1 (centres undefined),nt,6,-1.3,0,-0.2,0,-1.6,2.7,3,1,-1.6
CC(=O)N1c2ccc(S(=O)(=O)N3CCCC3C(=O)Nc3ccc(C)cc3)cc2CC1C (centres undefined),-1.6,-1,-1.6,-2,-0.7,-7,-4.3,-1.1,-1,0,-1.5

# Part of the list above in another layout:
# Every second line gives: DAX1 inh-1, ADAM10 inh, hcDAF12 agonist, NPR1 activator, DAX1 inh-2, sPLA2-III inh, hgDAF-12 ag, GAA850 FXN act, SMARCA2 activ, NPR2 activator, ssDAF-12 act
COc1ccc(OC)c(CN2C(=O)COc3ccccc3C2c2nnnn2C2CCCC2)c1 (centres undefined)
→ nt, 1, -1.2, -15, -1.5, -2, 4.8, nt, 2, -13, -1.2
CC(=O)Nc1ccc(NC(=O)CCn2cnnn2)cc1
→ 1.0, 2, -0.8, 4, 0.1, 1, 1.9, 0.2, -1, 3, -1.2

# Later entries
SMILES,DAX1 inh-1,ADAM10 inh,hcDAF12 agonist,NPR1 activator,DAX1 inh-2,sPLA2-III inh,hgDAF-12 ag,GAA850 FXN act,SMARCA2 activ,NPR2 activator,ssDAF-12 act
COC(=O)C(Cc1ccc(O)cc1)NC(=O)CCC(=O)Nc1ccc(S(N)(=O)=O)cc1 (centres undefined),1.4,0,-1.3,1,0.6,-6,0.1,0.8,1,2,-1.4
CC(C)(C)OC(=O)N(CCc1ccccc1)Cc1ccc(OCc2cccc(NC(=O)/C=C/c3ccccc3)c2)cc1,-1.1,-1,-1.8,0,-1.4,-7,2.7,-3.7,2,3,-0.8
CC(C)(C)c1ccc(-c2nnc(SC3CCOC3=O)n2Cc2ccccc2)cc1 (centres undefined),-1.0,5,-0.4,4,0.5,-35,-2.3,0.3,-1,-4,-1.2
Cc1cnc(C=NNC(N)=S)c2cccc(N)c12,-1.1,-17,-0.8,-15,-0.8,-3,4.2,-1.4,5,-9,-0.9
Cn1c(/C=N/c2nc3ccccc3[nH]2)nc2ccccc21,1.0,-4,3.2,2,0.4,6,5.5,2.9,4,4,0.8
COc1ccc2[nH]cc(/C=C/c3cc[n+](C)cc3)c2c1,-1.1,2,3.3,-29,-0.2,-4,-1.1,-1.6,-2,-17,-0.6
O=C(NC1CCCCC1)C1CCN(S(=O)(=O)N2CCOCC2)CC1,-1.1,-5,-1.4,4,-0.7,5,-0.2,6.9,1,5,-1.0
COc1cc(/C=N/NC(=O)c2nnn(-c3nonc3N)c2C)ccc1OCc1ccc(Cl)cc1,0.8,-3,-0.8,0,-1.1,-1,4.4,2.6,-4,-1,-0.6
CC(C)CNC(=O)COC(=O)c1c2c(nc3ccccc13)CCC2,0.0,-43,-2.5,-3,-0.3,-2,-1.8,-1.6,-4,4,-1.6
CCOc1ccccc1OCCOCCN1CC(C)OC(C)C1 (centres undefined),2.7,-10,-0.3,2,0.0,2,0.4,1.1,-3,-2,-1.0

# Compound activity deposited in PubChem BioAssay by several laboratories.
